TRPV1 agonist = HTS Assay for Compounds that Act as Agonists of the Vanilloid Receptor 1; TRPV1-expressing cells, Fluo-8 calcium influx, agonist mode; activation, % at 8.33 µM; Transient receptor potential cation channel subfamily V member 1 (Homo sapiens), Q8NER1; 320,000 compounds, 0.19% hits; in the data active = activation above about 80%; inconclusive = between about 30% and that limit; note: 0% is about no effect
Target sequence (Q8NER1 whole entry, looked up): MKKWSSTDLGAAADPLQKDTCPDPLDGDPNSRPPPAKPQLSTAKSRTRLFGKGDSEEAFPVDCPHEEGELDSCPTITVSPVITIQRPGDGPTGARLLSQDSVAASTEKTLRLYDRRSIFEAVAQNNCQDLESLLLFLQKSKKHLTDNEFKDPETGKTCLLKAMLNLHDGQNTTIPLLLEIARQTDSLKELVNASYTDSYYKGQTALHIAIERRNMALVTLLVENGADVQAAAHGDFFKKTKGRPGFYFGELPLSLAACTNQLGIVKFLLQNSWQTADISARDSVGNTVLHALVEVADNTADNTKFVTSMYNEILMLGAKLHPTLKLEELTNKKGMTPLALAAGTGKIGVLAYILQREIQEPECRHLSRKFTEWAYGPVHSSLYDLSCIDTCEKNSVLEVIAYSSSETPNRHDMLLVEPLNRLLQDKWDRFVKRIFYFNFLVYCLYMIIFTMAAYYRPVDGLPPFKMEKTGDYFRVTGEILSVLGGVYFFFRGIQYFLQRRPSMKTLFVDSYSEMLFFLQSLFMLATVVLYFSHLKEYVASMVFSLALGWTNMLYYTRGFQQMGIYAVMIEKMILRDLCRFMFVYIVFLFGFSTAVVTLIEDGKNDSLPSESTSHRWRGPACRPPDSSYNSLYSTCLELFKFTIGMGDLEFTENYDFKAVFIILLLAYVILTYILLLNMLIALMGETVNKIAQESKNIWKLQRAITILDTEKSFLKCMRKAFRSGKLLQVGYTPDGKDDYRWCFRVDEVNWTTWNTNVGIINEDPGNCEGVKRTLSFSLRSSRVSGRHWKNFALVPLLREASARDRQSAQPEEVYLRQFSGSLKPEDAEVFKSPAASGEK
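Cells expressing TRPV1 were dye-loaded with Fluo-8 and read kinetically: 10 s baseline, 3 min after compound (agonist portion), then 2 min after EC20 capsaicin (allosteric enhancer portion). Calcium-bound dye fluorescence at 480/520 nm.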
ELG1 DNA repair = qHTS screen for small molecules that inhibit ELG1-dependent DNA repair in human embryonic kidney (HEK293T) cells expressing luciferase-tagged ELG1; 330,000 compounds, 2.3% hits; Potency, µM (doses to about 46.1 µM), for inactives: at the top dose activity change, negative = inhibition, usual class: inhibitors; HEK293T ELG1-luciferase reporter, luminescence, 16 h; DNA damage induced by 5-fluorouridine; note: potency is the fitted concentration of half-maximal effect; % is set by controls: 0 for no effect and ±100 for the full control effect; nearly all actives have a fitted effect of over 55% in size
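HEK293T cells expressing luciferase-tagged ELG1 (2,000/well) received 5-Fluorouridine plus compound or DMSO for 16 hr at 37 °C. Luciferase was read by ONE-Glo luminescence after 30 min at room temperature.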
USP2a inh = qHTS Assay for Inhibitors of Ubiquitin-specific Protease USP2a Using CHOP2 as the Reporter; Ubiquitin carboxyl-terminal hydrolase 2 (Homo sapiens), O75604; USP2 core, Ub-CHOP2 coupled fluorogenic reporter, 485/531; Potency, µM (titrated, usually from 38.3 µM), for the others: top-dose activity change, negative = inhibition, actives largely listed as inhibitors; 330,000 compounds, 0.01% hits; AID 463254, 2010;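 note: potency is the fitted concentration of half-maximal effect; plate controls were DMSO wells for no effect and full inhibition by NEM control for full effect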
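Deubiquitinase activity read as fluorescence (485/531 nm) after Ub-CHOP2 cleavage activates the enterokinase reporter on its substrate; USP2 core 10nM, Ub-CHOP2 and substrate 25nM each, 30min compound preincubation then 60min RT; data normalized to NEM, curves fitted.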
Mito fusion act = qHTS Assay for Small Molecule Inhibitors of Mitochondrial Division or Activators of Mitochondrial Fusion | S. cerevisiae fusion-defective mutant growth rescue, CellTiterGlo 48 h | Potency, µM (titrated, usually from 46.1 µM), without a hit: at the highest dose growth rescue (activation), hits mostly activators | 320,000 compounds, 0.23% hits | AID 485298, 2010;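 note: potency is the fitted concentration of half-maximal effect; % of control where 0% means no effect; nearly all actives have a fitted effect of over 45% in size; temperature-sensitive fusion mutants such as fzo1-1 at 37 °C on non-fermentable ethanol glycerol medium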
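S. cerevisiae fusion-defective temperature-sensitive mutants (e.g. fzo1-1, mgm1-5) grown 48 h at 37C in YPEG (ethanol/glycerol non-fermentable) medium with 23 nl compound per well; growth rescue read as CellTiterGlo luminescence.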
KCNH2 3.1 inh = qHTS for Inhibitors of KCHN2 3.1: Mutant qHTS | Potassium voltage-gated channel subfamily H member 2, brain isoform KCNH2 3.1 (human) | activity change, % (tested at about 1.8 µM) | AID 720553, 2013 | U2OS KCNH2 3.1, thallium flux FluxOr; stronger effect = lower value | 340,000 compounds, 0.95% hits;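 active = maximum activity change below -70%; inconclusive = maximum activity change from -70% to -50%; inactive = maximum activity change above -50%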;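 note: thallium influx rate constant from kinetic fluorescence after stimulation buffer; % is set by controls: 0 for no effect and ±100 for the full control effect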
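Virally transduced U2OS (3.1 isoform, 4 h infection in dark at RT) → overnight 37 C → FluxOr + Red40 in HBSS/HEPES, 45 min → stimulation buffer, 2 min kinetic read → rate constant vs DMSO controls.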
hERG WT inh = qHTS for Inhibitors of KCHN2 3.1: Wildtype qHTS. Voltage-gated inwardly rectifying potassium channel KCNH2 (Homo sapiens), Q12809. U2OS, BacMam KCNH2, thallium flux FluxOr; stronger effect = lower value. activity change, % at 1.84 µM. 340,000 compounds, 0.37% hits;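 active = maximum activity change below -70%; inconclusive = maximum activity change between -70% and -50%; inactive = maximum activity change above -50%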; note: % is set by controls: 0 for no effect and ±100 for the full control effect
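U2OS cells transduced with wild-type KCNH2 virus are loaded with FluxOr dye for 45 min, and thallium flux is measured in kinetic reads before and after stimulation buffer. Rate constants are normalized to DMSO controls.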
TSHR antag = Antagonists of the Thyroid Stimulating Hormone Receptor: HTS campaign. TSHR-expressing cells, TSH-stimulated cAMP HTRF, 2 h; stronger effect = lower value. activity change, negative = inhibition, % at 11.5 µM. Thyrotropin receptor (Homo sapiens), P16473. 330,000 compounds, 0.2% hits;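 active = activity change below a set negative limit, meaning inhibition stronger than a set level, cut at about -70% in these data; inconclusive = activity change between two set negative limits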; note: % is set by controls: 0 for no effect and ±100 for the full control effect
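Read-out is FRET at 665 nm (cryptate excitation 337 nm) from a cryptate-tagged anti-cAMP antibody, competed by cell cAMP against cAMP-d2. Compounds are tested on freshly harvested TSHR cells challenged with 4nM TSH (EC80) for 2 hours at 37 deg C.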
Eya2 phos inh = qHTS Assay for Inhibitors of the Phosphatase Activity of Eya2 | Protein phosphatase EYA2 (Homo sapiens), O00167 | recombinant Eya2, OMFP fluorescence dephosphorylation (OMFP is methylfluorescein phosphate) | Potency, µM (top dose mostly 76.9 µM), for inactives: top-dose activity, negative = inhibition, actives largely listed as inhibitors | 330,000 compounds, 0.006% hits | AID 488837, 2010; note: potency is the fitted concentration of half-maximal effect; % is set by controls: 0 for no effect and ±100 for the full control effect
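Eya2 protein (added as 0.2 uM solution) was preincubated with compound for 10 min at ambient temperature in 50 mM HEPES pH 7.5, 50 mM NaCl, 5 uM MgCl2, 0.05% BSA, 1 mM DTT. OMFP (added at 50 uM) then reacted 10 min; fluorescence read at 485/525 nm.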
A-T KAP1 phos = qHTS Assay for Identifying a Potential Treatment of Ataxia-Telangiectasia | Potency, µM (top dose mostly 57.5 µM), inactives show top-dose activation, most hits filed as activators | 320,000 compounds, 0.19% hits | […] A-T fibroblasts, KAP-1 phosphorylation AlphaLISA; neocarzinostatin DNA damage 30 min before lysis; note: potency is the fitted concentration of half-maximal effect; % of control where 0% means no effect; nearly all actives have a fitted effect of over 45% in size
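hTERT-immortalized A-T patient fibroblasts ([…]), 500 cells/well in OPTI-MEM, 1% FBS, got compounds for 60 min, then NCS for 30 min at 37C. Lysates were then assayed for phospho-KAP-1 by AlphaLISA (anti-pKAP1 donor, anti-KAP1 acceptor beads), 6 hr at 25C.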
TCR activator = Activators of T cell receptors: qHTS campaign; primary human leukocytes, anti-CD3, IL-2 HTRF, 48 h; 330,000 tested, under 10 active; AID 504894, 2011; Potency, µM (highest dose often 9.22 µM), without a hit: top-dose activation of IL-2 secretion, most hits filed as activators; note: % of control where 0% means no effect
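Readout: HTRF IL-2, Eu-cryptate/d2 antibody pair, 320nm excitation, 665nm emission. Stimulus: a-CD3 beads, no co-stimulation. Cells: primary human leukocytes. Exposure: 48 hr with compound.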
Numbers without * were called inactive; ? = inconclusive; . = not tested or not shown; [ ] = another dose, or the depositor's remark. Unless noted, calls come from the whole dose curve; as a rule, active = well fitted curve in the direction sought with a large enough effect; inconclusive = small, poorly fitted or top-dose-only effect, or another doubt; inactive = no such curve, though single readings can be large; an effect the other way counts as inactive or inconclusive. These rows are one share of the data; count on the stated rates, not on these rows.

Under each structure – ELG1 DNA repair, Eya2 phos inh, A-T KAP1 phos, hERG WT inh, Mito fusion act, TCR activator, TRPV1 agonist, KCNH2 3.1 inh, USP2a inh, TSHR antag
O=S(=O)(Cc1ccc(Cl)cc1)NCc1cccnc1
 : ?, 9%, -4%, -9, -6%, 5%, 5, -78*, 1%, 7
CCCOC(=O)c1ccc(NC(=O)C2C3CCC(C3)C2C(=O)O)cc1 (configuration not stated)
 : ?, 1%, 6%, -13, -7%, -4%[46.1 µM], -3, -2, 0%, -6
COc1cccc(-c2csc(N3CCN(C(=O)NC45CC6CC(CC(C6)C4)C5)CC3)n2)c1
 : 23µM*, -23%, 0%, -4, 18%, 1%[46.1 µM], 2, 4, -2%, -24
O=C(NCCNc1ccnc2cc(Cl)ccc12)c1ccccc1F
 : -8%, -28%, 0%, 8, 3%, -2%, -1, 6, 0%, -10
COc1ccc(CCNC(=O)CCNS(=O)(=O)c2cccc(Cl)c2)cc1OC
 : -14%, -3%, -1%, -10, -3%, -7%, -2, 7, 2%, 5
NC(=O)CC[C@@H]1NC(=O)[C@H](CO)NC(=O)c2cc([N+](=O)[O-])cc(I)c2NCCC[C@@H](C(N)=O)NC(=O)[C@H](Cc2ccc(O)cc2)NC1=O
 : 12%, 4%, -11%, ., 1%, 7%, -3, ., 3%, 2
O=S(=O)(NCCc1ccncc1)c1ccc(S(=O)(=O)N2CCCCCC2)cc1
 : ?, 1%, ., -17, 1%, -65%, ?, -9, 0%, 11
CCOP(=O)(c1ccc(N(C)C)cc1)C(O)c1ccc(OC)cc1 (configuration not stated)
 : 22%, 3%, 3%, -3, -2%, 7%, 1, -6, 1%, 4
O=C1CSC(c2cccnc2)N1CCc1ccccn1 (configuration not stated)
 : ?, 5%, -6%, -2, 0%, 4%, 4, -10, -14%, 17
Cc1ccc(C(C)C)cc1OCC(=O)Nc1ccccc1N1CCCC1
 : -5%, -9%, 15%, -18, -5%, -12%, 8, 6, 0%, -11
Cc1noc(C)c1NC(=O)N(C)C[C@H]1Oc2c(NC(=O)Nc3ccc(C(F)(F)F)cc3)cccc2C(=O)N([C@H](C)CO)C[C@@H]1C
 : 19%, -4%, 4%, 4, ., -7%, ., -4, 1%, 3
Cn1nc(C(=O)Nc2cc(Cl)ccc2N2CCCC2)c2ccccc2c1=O
 : -22%, 3%, 0%, 36, ?, 6%, 4, -24, -1%, 12
Cc1cnc(NC(=O)CSc2nnc(-c3ccncc3)n2C2CCCCC2)s1
 : -8%, 7%, 3%, -1, -5%, 4%, -1, -3, 0%, 2
COC(=O)c1ccccc1NC(=O)C1CC(=O)N(c2ccc(C)cc2)C1 (configuration not stated)
 : -9%, -2%, -1%, -7, 6%, 2%, 2, 4, 0%, -5
NC(=O)CC(NC(=O)c1ccc(Br)cc1)c1ccc(N2CCN(c3ccccc3)CC2)c([N+](=O)[O-])c1 (configuration not stated)
 : ?, 5%, 5%, 0, 1%, -10%, 0, 5, 0%, 2
Cc1cc(NC2CCCCC2)n2c(n1)nc1ccccc12
 : 2%, -13%, 3%, -8, 7%, 1%, -1, 11, -7%, -3
O=c1[nH]c(O)c(N=Nc2ccc(Cl)c(S(=O)(=O)Nc3ccccc3Cl)c2)c(=O)[nH]1
 : 4%, 3%, -6%, -34, ., -4%, ., -3, 4%, .
O=C(COc1nsnc1N1CCOCC1)Nc1cccc(Cl)c1
 : ?, 1%, -4%, 0, 2%, 6%, 11, 0, -2%, 1
CCN(CC)C(=O)c1cccc(NC(=O)CCc2nc3sc4c(c3c(=O)[nH]2)CCCC4)c1
 : ?, -17%, 6%, -3, -6%, 0%, 0, 4, -3%, -3
Cc1ccc(N/C=C/c2onc(C)c2[N+](=O)[O-])cc1
 : ?, -5%, -7%, -2, -11%, 9%, 7, -11, 7%, 13
O=C(Nc1ccc(N2CCOCC2)cc1N1CCOCC1)c1cccs1
 : -5%, -7%, -4%, -9, -1%, 1%, -2, 8, 2%, 20
Cc1ccc(NC(=S)N2CCN(S(=O)(=O)c3ccc(C)cc3)CC2)cc1
 : -5%, 4%, -1%, -2, -6%, 5%, 6, 8, -2%, -9
CNC(=O)c1[nH]cnc1C(=O)Nc1cccc(Cl)c1
 : ?, -24%, -2%, ., -7%, 1%, 17, ., 0%, -13
COc1ccc(CN2CCN(C(=O)c3c(-c4ccccc4)noc3C)CC2)cc1F
 : ?, 17%, -3%, 2, 0%, ., 7, 2, 2%, -8
Cc1ccc(-n2c(=O)c(C#N)cc3c(=O)n4ccccc4nc32)cc1
 : 12%, -18%, -7%, -3, -2%, 0%[46.1 µM], 5, -2, -2%, -11
CCN(Cc1ccncc1)C(=O)c1ccc(C)o1
 : 0%, 11%, 38%, -4, 0%, -2%, 2, 5, -1%, 20
Cc1ccc(/C=N\NC(=O)C2COc3cc4ccccc4cc3O2)o1 (configuration not stated)
 : 6%, 8%, 20%, -1, -3%, 9%, -1, -7, -1%, 62
CCOC(=O)C1=C(C)NC(=O)NC1
 : -1%, -26%, -2%, 19, 1%, 1%, 0, 16, -2%, -5
Cc1ccc(Nc2nnc(SCC(=O)Nc3ccc(S(=O)(=O)N4CCOCC4)cc3)s2)cc1
 : -2%, 12%, -10%, -10, -2%, -1%, 2, -6, -8%, -9
CC(c1ccc(F)cc1)n1cc(C(=O)NCCN(C)C)nn1 (configuration not stated)
 : 8%, -7%, 2%, -2, -5%, 2%, -1, 13, 3%, -7
NC(=O)C1CCCN1 (configuration not stated)
 : -1%, -1%, 23%, 2, 7%, -5%, 0, 5, 0%, 10
COc1ccc(C(=O)N2CCN=C2SC)cc1OC
 : -6%, -1%, 0%, -8, -4%, -25%, 3, -3, -2%, 18
COC(=O)c1ccc(COC(=O)CNC(=O)c2ccc(C)s2)cc1
 : 5%, -6%, -9%, -6, -6%, 0%, 1, 14, 0%, 16
O=C(N/C(=C/c1cccs1)C(=O)N1CCOCC1)c1ccco1
 : 3%, 4%, -3%, -7, 1%, -1%[46.1 µM], 2, 8, 4%, 5
COC(=O)[C@H](Cc1ccccc1)NC(=O)NCC1CCCO1 (some centres not stated)
 : 2%, 7%, 4%, -11, 2%, 3%, 0, -4, 1%, 6
CCN(CC)C(=O)Cn1c(=O)n(Cc2ccc(F)cc2)c(=O)c2sccc21
 : 1%, 13%, 2%, 4, 2%, 2%, 1, 5, 0%, 15
CC(C)(C)n1nnnc1C(c1ccccn1)N1CCN(C(c2ccccc2)c2ccccc2)CC1 (configuration not stated)
 : -6%, 4%, 1%, 4, 9%, 3%, ?, 42, 1%, 7
CC(Sc1nccn1C)C(=O)Nc1ccc(C(N)=O)cc1 (configuration not stated)
 : 13%, 2%, 8%, 1, 3%, 2%, -7, 10, 2%, -2
O=C(COc1ccc(Br)cc1)NC1CC1
 : ?, 0%, -1%, -2, 1%, 7%, 7, 2, 0%, -10
Cc1c(NC(=O)C23CC4CC(CC(Br)(C4)C2)C3)c(=O)n(-c2ccccc2)n1C
 : -1%, 6%, 0%, 0, 7%, -7%, 2, -6, 1%, -15
CCCC(NCC(=O)Nc1ccccc1C(=O)NC1CC1)c1ccccc1 (configuration not stated)
 : -1%, 6%, 4%, 0, 4%, 3%, 22, -3, 3%, -4

From PubChem
